MIN6 prolif – MIN6 beta-cell proliferation induction | MIN6 cells proliferation, ATPlite luminescence, 48 h; cells starved in 0.2% serum; 100% = growth in 10% serum | proliferation, % at 10 µM | hit rate 0.29% among 330,000 | AID 2380;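 active = compounds whose signal lies at least 3.5 SD above the mean of all wells on their plate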;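 also: 0% = DMSO-treated cells in low-serum medium and 100% = 10% serum control; some compounds called inactive have numbers as strong as hits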
tim10-1 inh – tim10-1 yeast growth inhibition. S. cerevisiae tim10-1 ts strain growth, BacTiter-Glo, 24 h. inhibition, % at 20 µM. hit rate 2.2% among 330,000. AID 463190;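 active = inhibition of at least 40%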;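 also: mutant grown at 25 °C; 0% = DMSO wells with yeast and 100% = wells holding no yeast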
MPTP inh – inhibitors of mitochondrial permeability transition pore; isolated mouse mitochondria, Ca2+ swelling absorbance, 30 min; inhibition, % at 10 µM; hit rate 1.4% among 360,000;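 active = inhibition of 50% or more, scaled per plate between neutral and stimulator controls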;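 also: 0% = DMSO wells given calcium and 100% = 1 mM EGTA wells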
NR3A LBD binder – modulators (binders) of human NR3A ligand-binding domain; Tm shift relative to glycine control, % at 25 µM; hit rate 2.5% among 340,000; NR3A LBD differential scanning fluorimetry, Tm shift; 0% = protein alone, 100% = glycine-bound protein; AID 1259313;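 active = melting temperature shift of at least 10% of the positive control shift, at one fixed dose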
APJ antag – antagonists of human APJ apelin receptor. P35414. CHO-K1 APJ beta-arrestin complementation, luminescence. inhibition, % at 20 µM. hit rate 0.32% among 330,000. AID 2521;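 active = inhibition above about 40% at 20 µM, limit read from the data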;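 also: cells challenged with 10 nM apelin-13 agonist together with compound; plate controls were apelin-13 plus DMSO wells for no effect and DMSO wells lacking apelin-13 for full effect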
Target sequence (P35414 whole entry, looked up): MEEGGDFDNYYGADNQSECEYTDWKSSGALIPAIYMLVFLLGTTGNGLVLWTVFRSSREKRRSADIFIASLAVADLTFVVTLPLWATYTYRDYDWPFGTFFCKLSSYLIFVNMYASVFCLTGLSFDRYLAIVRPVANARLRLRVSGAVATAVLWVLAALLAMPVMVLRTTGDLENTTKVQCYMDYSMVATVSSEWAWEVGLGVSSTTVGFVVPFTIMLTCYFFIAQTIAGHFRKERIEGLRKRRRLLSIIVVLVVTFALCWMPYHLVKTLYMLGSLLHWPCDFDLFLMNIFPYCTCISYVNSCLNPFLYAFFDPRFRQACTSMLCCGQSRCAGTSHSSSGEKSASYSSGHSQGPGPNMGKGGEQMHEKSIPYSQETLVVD
tim23-1 inh – inhibits growth of tim23-1 mutant yeast; S. cerevisiae tim23-1 growth, BacTiter-Glo luminescence, 24 h; inhibition, % at 20 µM; hit rate 1.3% among 330,000; AID 463212;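 active = growth inhibition of the mutant yeast at or above 50%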;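 also: temperature-sensitive mutant grown at 25 °C; plate controls were DMSO-treated mutant yeast for no effect and medium wells lacking yeast for full effect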
TIM10 inh – growth inhibitors of TIM10 yeast strain; S. cerevisiae TIM10 strain growth, BacTiter-Glo luminescence, 24 h; inhibition, % at 10 µM; hit rate 1.4% among 330,000; AID 463195;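 active = inhibition of 40% or more at the single tested concentration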;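 also: wild-type TIM10 isogenic control strain grown at permissive 25 °C; 0% = DMSO yeast wells and 100% = minimal medium wells without yeast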
NLRP3 yeast inh – inhibitors of NALP3 inflammasome in yeast; Yeast reconstituted NLRP3/ASC/caspase-1, beta-gal luminescence, 24 h; inhibition, % at 10 µM; hit rate 0.39% among 330,000;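 active = inhibition of 50% or more; inactive = inhibition below 50%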;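 also: plate controls were induced DMSO wells for no effect and uninduced yeast grown without galactose for full effect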
APJ agonist – activates the human apelin receptor APJ. CHO-K1 APJ PathHunter beta-arrestin, luminescence; 0% DMSO wells, 100% apelin. P35414. AID 2520. hit rate 0.11% among 330,000. activation, % at 20 µM;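 active = activation more than six SD over the plate average, tested at 20 µM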;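 also: 0% = DMSO alone and 100% = apelin-13 at 10 nM; some results filed as inactive read as strong as hits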
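assay system = CHO-K1 APJ beta-arrestin complementation cell line | input = cell density 1000 per well | dosing = compound 20 µM once, DMSO 1% | timing = compound 90 min 25 °C, reagent 1 h | measured by = luminescence from split beta-galactosidase complementation, Galacton Star/Emerald II substrate | read-out basis = APJ agonist activity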
* marks the source's active call; other numbers are inactive results; nt = no result given.

item	Compound	MIN6 prolif	MPTP inh	tim23-1 inh	NLRP3 yeast inh	NR3A LBD binder	tim10-1 inh	APJ agonist	APJ antag	TIM10 inh
1	CCCCCC1CCC(C(=O)N2CCOCC2)CC1 (stereo unspecified)	-4	-0.4	26	33	-2	11	-4	2	5
2	CCCCNC(=O)Cn1cnc([N+](=O)[O-])n1	-4	-1.0	12	5	-1	4	4	13	3
3	Cc1ccc(-n2nnnc2SCC(=O)NCC2(N3CCCCC3)CCCCC2)c(C)c1	-3	-1.1	6	2	0	1	-2	25	-5
4	Cc1c(C)c2ccc(OCC(=O)NCc3ccccn3)cc2oc1=O	1	0.9	-9	14	-2	4	2	11	-3
5	Cc1ccccc1OC(=O)Cn1c(C(F)(F)F)nc2ccccc21	-1	-2.4	5	26	-1	-3	1	-16	-21
6	O=C(NCCC1=CCCCC1)c1cc(S(=O)(=O)N2CCOCC2)ccc1Cl	0	-0.4	1	18	1	-8	-2	1	-1
7	O=C1Nc2c(Br)cccc2C1=O	-1	2.0	17	7	-3	12	-7	3	5
8	COC(=O)CSc1nnc(NC(=O)c2ccc3c(c2)OCO3)s1	-5	0.8	-6	12	1	-5	2	2	-25
9	CC[C@H](C)[C@H](NC(=O)OCc1ccccc1)C(=O)OCC(=O)Nc1ccc(N2CCOCC2)cc1	-2	-1.6	13	17	0	7	7	10	5
10	Cn1ccnc1SCC(=O)Nc1ccc2c(c1)COC2=O	-2	-0.5	2	20	-16	-10	0	-14	-3
11	O=C(COC(=O)c1ccc([N+](=O)[O-])o1)NC1CCS(=O)(=O)C1 (stereo unspecified)	0	1.1	4	5	2	1	3	-22	-20
12	COc1cc(OC)c2c(-c3cccc(-c4cccc(N)c4)c3)cc(=O)oc2c1	nt	1.9	36	nt	-12	-2	nt	nt	-78
13	N#Cc1ccc(C(c2nnnn2CCc2ccccc2)N2CCCCCC2)cc1 (stereo unspecified)	-4	4.1	43	22	2	13	1	4	25
14	COc1ccc(-n2nc(C)cc2Nc2ccccc2C(=O)O)cc1	-4	0.6	2	16	1	14	4	4	11
15	O=C1CC(N2CCN(C(c3ccccc3)c3ccccc3)CC2)C(=O)N1 (stereo unspecified)	-5	-0.1	0	-25	-1	12	-3	24	-6
16	CCCN1CCN(S(=O)(=O)c2cn(C)nc2C)CC1	-4	-1.5	3	1	1	-4	-2	-20	4
17	O=C(CSc1nncs1)NCCNC(=O)CSc1nncs1	1	1.1	-12	2	nt	-2	-1	8	1
18	O=C(Nc1nc2c(s1)CCCC2)C1CCCN1C(=O)c1cccs1 (stereo unspecified)	-2	5.7	23	-6	4	15	-3	5	6
19	Clc1ccc(-c2noc(CN(Cc3ccccn3)CC3CCCO3)n2)cc1 (stereo unspecified)	0	0.0	22	13	-1	20	-2	3	31
20	COc1ccccc1NC(=S)N(Cc1ccco1)Cc1cc2cc(C)ccc2[nH]c1=O	0	-3.3	9	15	-4	1	1	-22	-8
21	COc1ccc(C)cc1NC(=O)CN(C)C1CCCCC1	-1	-0.8	9	8	-1	-5	-2	13	2
22	CCc1ccc2[nH]c(O)c(N=Nc3nc(-c4ccccc4)cs3)c2c1	-4	7.1	22	22	-1	35	-11	6	11
23	O=C1CC(Sc2cccs2)C(=O)N1c1ccccc1 (stereo unspecified)	-3	2.8	31	35	3	42*	4	-9	19
24	CC(C)(C)n1ncc2c(=O)n(Cc3ccccc3Br)cnc21	-3	0.9	49	6	-2	20	-3	14	1
25	Cc1ccc(N(CC(=O)NC2CCCCCC2)S(=O)(=O)c2c(C)nn(C)c2C)cc1	-2	0.4	28	15	-1	33	0	-4	23

Entries by screen from above:
Nos. 11–21 in tim23-1 inh read 4, 36, 43, 2, 0, 3, -12, 23, 22, 9, 9
Nos. 11–21 in NLRP3 yeast inh read 5, nt, 22, 16, -25, 1, 2, -6, 13, 15, 8

Sorted by the number under NR3A LBD binder (low to high): three from the list above.
nr | molecule | NR3A LBD binder
2 | CCCCNC(=O)Cn1cnc([N+](=O)[O-])n1 | -1
14 | COc1ccc(-n2nc(C)cc2Nc2ccccc2C(=O)O)cc1 | 1
11 | O=C(COC(=O)c1ccc([N+](=O)[O-])o1)NC1CCS(=O)(=O)C1 (stereo unspecified) | 2

More entries.
item	Compound	MIN6 prolif	MPTP inh	tim23-1 inh	NLRP3 yeast inh	NR3A LBD binder	tim10-1 inh	APJ agonist	APJ antag	TIM10 inh
26	O=C(Oc1cccc(OC(=O)c2ccco2)c1)c1ccco1	-2	0.5	8	15	0	-9	-1	12	-10
27	O=C(NCC(c1cccs1)N1CCOCC1)c1ccc(OCc2ccccc2)cc1 (stereo unspecified)	-2	-0.3	11	16	-1	-27	-4	-4	15
28	O=S(=O)(c1cccs1)N1CCN(CC(O)COc2cccc(Br)c2)CC1 (stereo unspecified)	-1	12	35	3	-2	34	1	10	29
29	COc1cc(C(=O)Nc2nnc(SC)s2)c([N+](=O)[O-])cc1OC	6	2.8	4	-17	-1	-2	-4	8	4
30	Cc1c(C(=O)N/N=C/c2ccncc2)nnn1-c1nonc1N	1	-0.5	-10	7	-1	-32	-2	-57	-10
31	CN(C)CCCNC(=O)CCc1nc2ccccc2c(=O)[nH]1	2	74*	9	5	-1	6	-5	7	-7
32	COc1ccc(CC(=O)N/N=C(\C)CC(=O)Nc2ccc3c(c2)OCCO3)cc1	0	-2.2	18	13	0	10	-2	-2	-8
33	COc1cc(C2C3=C(CCCC3=O)Nc3ccc4ncccc4c32)ccc1O (stereo unspecified)	-1	-1.0	12	0	1	18	0	-37	8
34	CCc1ccc2[nH]c(=O)c(CN(CCCN3CCOCC3)C(=O)Nc3ccc(F)cc3)cc2c1	1	-1.4	-10	19	0	6	-4	-19	-14
35	Fc1cccc(F)c1/C=N/NC(=S)Nc1cccnc1	-1	-0.3	7	17	-2	25	-3	25	-1
36	CCCCC(=O)Nc1cnc(NC(=O)c2ccco2)cc1C	1	-1.0	9	17	-1	-18	-3	25	8
37	C/C(NC1CCCCC1)=C(/C#N)C(=O)NCCN1CCOCC1	0	-3.4	10	9	0	4	2	4	5
38	O=C(O)/C=C/c1ccc(S(=O)(=O)N2CCCCCC2)cc1	2	-1.1	5	-22	-1	-7	-1	16	3
39	COc1ccc(-c2cc(N)n(S(=O)(=O)c3ccc(C)cc3)n2)c(OC)c1	2	-0.5	-8	2	-10	-9	-3	10	12
40	COc1cc(/C=C2\CCCc3c2nc2ccccc2c3C(=O)O)cc(OC)c1O	-3	1.2	2	-11	-2	10	3	-11	15
41	COc1ccc(S(=O)(=O)N2CCN(Cc3cccs3)CC2)cc1OC	-1	-2.2	4	-4	0	-3	-2	-5	-12
42	CCCNc1ncnc2nc[nH]c12	2	0.2	4	4	1	-12	-2	-60	-3
43	Cc1nc2c(nnn2Cc2ccccc2)c(=O)[nH]1	1	0.5	-1	8	-3	2	-1	-3	10
44	CO/N=C/NC(=O)N1OC[C@@H]2COc3ccc4ccccc4c3[C@@H]21	-3	3.7	-2	33	-1	0	-3	37	-14
45	Cc1ccc2c(C(=O)CN3CCCCC3CCO)c(C)[nH]c2c1 (stereo unspecified)	-3	-3.5	5	26	0	-1	-2	-19	-1
46	O=C(Cn1c(N2CCN(C/C=C/c3ccccc3)CC2)nc2ccccc21)c1ccccc1	-7	nt	17	14	nt	7	-3	5	31
47	CN1Cc2c(N3CCOCC3)nc(SCc3ccccc3)c(C#N)c2CC1(C)C	-1	0.8	10	-3	1	30	-3	4	11
48	CC(C)(C)[C@H]1C=C(C(=O)Nc2ccccc2)O[C@@H](OCc2ccc(CO)cc2)C1	0	0.1	15	53*	-14	-8	2	-49	-18
49	COc1ccc(C(=O)C2CCCN(Cc3c(O)cccc3OC)C2)cc1OC (stereo unspecified)	1	0.0	-8	8	-1	-6	-1	9	-11
50	COC(=O)c1cccc(NC(=O)c2cccs2)c1C	-3	0.4	3	11	-2	6	-1	-13	-12
51	CCCCN(C)C(=O)c1nc2ccccn2c1CN1CCC[C@H]1CO	0	0.8	-6	13	2	1	0	8	-4
52	Cc1ccc(NC(=O)CNCc2ccccn2)cc1S(=O)(=O)N(C)C	-3	0.1	-5	-2	0	5	-1	-20	14
53	O=C(N/N=C/c1ccncc1)c1cc(Br)ccc1OCc1ccccc1	7	21	6	17	-4	15	-2	12	2
54	O=C(NCCc1ccc2c(c1)OCCO2)c1cc(F)cc(F)c1	0	15	15	25	-5	8	3	2	-10
55	CC(C)c1ccc(NC2CCCN(C(=O)c3cscn3)C2)cc1 (stereo unspecified)	-2	-0.7	15	4	-2	19	9	-2	15
56	O=C1CN(C(=O)COc2ccc(Cl)c(Cl)c2)c2ccccc2N1	0	1.1	10	25	1	20	8	-2	-3
57	CC(NCc1cccn1C)c1ccccc1 (stereo unspecified)	1	0.1	2	12	2	1	-5	10	-9
58	COc1ccc2cc(CCNC(=O)c3c(-c4ccccc4Cl)noc3C)c(=O)[nH]c2c1	2	-1.3	12	14	2	41*	-2	-34	8
59	CCOc1cccc(OCCOCCN(C)Cc2ccccc2)c1	-3	-9.7	-33	13	2	-12	-4	4	-2
60	O=C(CN1C(=O)c2cccc3cccc(c23)C1=O)N1CCN(c2ccccn2)CC1	-1	0.3	3	-16	0	16	-1	0	10
61	Cc1ccc(S(=O)(=O)N2CCOCC2)cc1C(=O)Nc1cc(Cl)ccc1N1CCOCC1	-1	-1.1	6	2	2	16	-5	-47	21
62	CCOC(=O)CN1CC23C=CC(O2)C(C(=O)Nc2ccc(OC)cc2OC)C3C1=O (stereo unspecified)	1	-3.6	17	10	0	8	-5	15	12
63	CCN1C(=O)c2cccc3c(Cl)ccc1c23	4	0.3	27	14	-1	7	-1	10	-7
64	Cc1cc(=O)[nH]c(SCC(=O)Nc2ccccc2C)n1	-2	-0.5	16	24	-3	6	-1	-26	-20

Copied from above: nos. 60–64
item	Compound	MIN6 prolif	MPTP inh	tim23-1 inh	NLRP3 yeast inh	NR3A LBD binder	tim10-1 inh	APJ agonist	APJ antag	TIM10 inh
60	O=C(CN1C(=O)c2cccc3cccc(c23)C1=O)N1CCN(c2ccccn2)CC1	-1	0.3	3	-16	0	16	-1	0	10
61	Cc1ccc(S(=O)(=O)N2CCOCC2)cc1C(=O)Nc1cc(Cl)ccc1N1CCOCC1	-1	-1.1	6	2	2	16	-5	-47	21
62	CCOC(=O)CN1CC23C=CC(O2)C(C(=O)Nc2ccc(OC)cc2OC)C3C1=O (stereo unspecified)	1	-3.6	17	10	0	8	-5	15	12
63	CCN1C(=O)c2cccc3c(Cl)ccc1c23	4	0.3	27	14	-1	7	-1	10	-7
64	Cc1cc(=O)[nH]c(SCC(=O)Nc2ccccc2C)n1	-2	-0.5	16	24	-3	6	-1	-26	-20
